TROY signal inh – blocks TROY-dependent signaling in reporter cells. AID 1347056. actives 0.98% (n = 360,000). Q293 LMP1-TROYcd NF-kB luciferase reporter, 4 h. inhibition, % at 10 µM;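 active = compounds whose plate-normalised and pattern-corrected inhibition of the luciferase reporter signal at the single screening dose is 50% or more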
Shn3 inh set2 – inhibitors of Schnurri-3 3'UTR reporter in osteoblasts; inhibition, % at 12.5 µM; actives 0.52% (n = 360,000); Clone20 osteoblast Shn3 3'UTR firefly luciferase, 24 h;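 active = mean inhibition of at least 75% with every replicate also reaching 75%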;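 note: 0% = median of neutral control wells and 100% = pilot-screen positive control compound; some compounds past the cut are filed as inactive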
C8 TRAIL sens – caspase-8 TRAIL sensitization. NB7+C8 cells + TRAIL, ATPlite viability luminescence. inhibition (viability loss, TRAIL sensitization), % at 10 µM. actives 1% (n = 360,000);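 active = compounds causing at least 50% loss of cell viability in the single-dose screen, relative to plate controls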
TWEAK Fn14 block – inhibitors of TWEAK-Fn14 interaction signaling; TWEAK-stimulated Fn14 reporter cells, luciferase luminescence, 8 h; inhibition, % at 10 µM; actives 2% (n = 360,000); AID 1159606; in the data active = inhibition above about 50%
LMP1 NFkB inh – reduces LMP1-driven NF-kappaB luciferase signal; actives 0.69% (n = 350,000); inhibition, % at 12.5 µM; LMP1-induced NF-kappaB luciferase reporter cells, luminescence; AID 504558; in the data active = inhibition above about 41%;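 note: 0% = neutral control wells and 100% = reference inhibitor control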
COUP-TFII inh – NR2F2 (human) inhibition, primary screen | HEK293T NGFI-A luciferase reporter, luminescence | inhibition, % at 8.6 µM | actives 0.7% (n = 370,000) | AID 686940;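 active = inhibition above a per-plate cutoff, mean inhibition of test wells between control levels plus 3 SD, cut at about 38% in these data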;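 note: cells cotransfected with COUP-TFII expression vector driving the NGFI-A reporter; 0% = median of COUP-TF2 test wells and 100% = reporter-only cells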
KKLEB tox – reduces viability of KKLEB cystic fibrosis airway cells | KKLEB CF airway cells viability, ATPlite luminescence, overnight; active compounds read low; cells stimulated with P. aeruginosa culture filtrate | activity change (cytotoxicity), % at 5 µM | actives 0.36% (n = 360,000) | AID 602141;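 active = corrected activity change at or below -50% at 5 µM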
NR5A2 inv ag – NR5A2 inverse agonism in reporter assay; HEK293T StAR-luciferase reporter, LRH-1 transfected, 24 h; inhibition, % at 3.6 µM; actives 0.13% (n = 360,000);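 active = inhibition above the mean inhibition of all tested compounds plus 3 SD, cut at about 73% in these data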;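 note: 0% = DMSO wells and 100% = reporter-only cells lacking LRH-1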
CF NFkB inh – cystic fibrosis NF-kB activation inhibition. KKLEB NF-kB-GFP reporter, PAF-induced, GFP fluorescence overnight. inhibition, % at 5 µM. actives 0.86% (n = 360,000). AID 588850;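 active = at least 50% inhibition at 5 µM, scaled per plate between neutral and stimulator controls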;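 note: PAF is a Pseudomonas aeruginosa culture filtrate used as stimulus; plate controls were PAF-stimulated DMSO wells for no effect and unstimulated DMSO wells for full effect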
NCOA1 inh – inhibitors of human steroid receptor coactivator 1 (SRC1); AID 588354; inhibition, % at 3.6 µM; Q15788; HEK293 GAL4-SRC1 luciferase reporter, luminescence; actives 0.12% (n = 360,000);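 active = inhibition above the campaign mean plus 3 SD, with each screening campaign given its own cutoff, cut at about 60% in these data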;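 note: 0% = DMSO treated cells and 100% = gossypol at 36 µM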
Target sequence (Q15788 whole entry, looked up, the tested form may be a part): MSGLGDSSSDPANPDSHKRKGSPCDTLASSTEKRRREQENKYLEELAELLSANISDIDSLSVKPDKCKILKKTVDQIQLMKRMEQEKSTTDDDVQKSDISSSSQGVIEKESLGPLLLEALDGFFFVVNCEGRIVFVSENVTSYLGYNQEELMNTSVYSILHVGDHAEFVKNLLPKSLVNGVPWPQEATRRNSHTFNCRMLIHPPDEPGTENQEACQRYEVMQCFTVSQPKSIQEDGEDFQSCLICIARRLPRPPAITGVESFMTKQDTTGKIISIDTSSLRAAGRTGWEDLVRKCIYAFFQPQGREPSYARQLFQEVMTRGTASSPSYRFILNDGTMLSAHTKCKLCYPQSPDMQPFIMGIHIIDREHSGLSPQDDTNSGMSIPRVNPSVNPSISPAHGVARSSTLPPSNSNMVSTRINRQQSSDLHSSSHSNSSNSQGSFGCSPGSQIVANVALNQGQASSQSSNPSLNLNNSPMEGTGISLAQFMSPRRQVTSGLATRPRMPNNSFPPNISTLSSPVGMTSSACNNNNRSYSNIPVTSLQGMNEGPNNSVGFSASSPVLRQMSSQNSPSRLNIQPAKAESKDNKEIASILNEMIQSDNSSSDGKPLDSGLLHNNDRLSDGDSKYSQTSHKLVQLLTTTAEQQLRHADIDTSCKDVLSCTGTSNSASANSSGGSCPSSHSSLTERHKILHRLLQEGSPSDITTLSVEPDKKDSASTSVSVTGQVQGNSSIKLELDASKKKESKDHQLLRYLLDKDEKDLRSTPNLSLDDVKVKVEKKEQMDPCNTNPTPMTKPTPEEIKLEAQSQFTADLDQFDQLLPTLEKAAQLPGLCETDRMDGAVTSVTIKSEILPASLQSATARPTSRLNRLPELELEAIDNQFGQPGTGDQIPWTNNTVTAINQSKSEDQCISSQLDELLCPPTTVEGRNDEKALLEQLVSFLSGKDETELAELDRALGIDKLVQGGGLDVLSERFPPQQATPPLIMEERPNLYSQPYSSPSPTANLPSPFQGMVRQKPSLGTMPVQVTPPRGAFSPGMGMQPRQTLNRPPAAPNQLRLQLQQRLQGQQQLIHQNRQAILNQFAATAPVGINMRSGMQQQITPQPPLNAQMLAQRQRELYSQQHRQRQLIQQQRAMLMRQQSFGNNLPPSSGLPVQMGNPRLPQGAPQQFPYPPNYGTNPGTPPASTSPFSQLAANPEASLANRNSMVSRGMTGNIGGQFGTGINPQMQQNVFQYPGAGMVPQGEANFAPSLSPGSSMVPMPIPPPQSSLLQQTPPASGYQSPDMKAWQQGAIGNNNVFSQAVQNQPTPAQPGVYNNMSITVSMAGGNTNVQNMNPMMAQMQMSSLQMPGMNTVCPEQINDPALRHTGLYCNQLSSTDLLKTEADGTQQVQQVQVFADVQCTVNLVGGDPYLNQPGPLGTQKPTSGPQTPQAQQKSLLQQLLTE
SRC3 inh – human NCOA3 inhibition; inhibition, % at 3.6 µM; HEK293 GAL4-SRC3 luciferase reporter, luminescence; actives 0.17% (n = 360,000); Q9Y6Q9;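 active = inhibition above a per-campaign cutoff, the mean of all compounds plus 3 SD, cut at about 60% in these data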;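 note: 0% = DMSO-treated cells and 100% = gossypol-treated cells at 36 µM; higher means less SRC3-driven luciferase light from the GAL4 reporter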
Active calls of the source: *; . = not tested or not shown. These rows are one share of the data; rates above refer to the full screens.

SMILES	TROY signal inh	Shn3 inh set2	C8 TRAIL sens	TWEAK Fn14 block	LMP1 NFkB inh	COUP-TFII inh	KKLEB tox	NR5A2 inv ag	CF NFkB inh	NCOA1 inh	SRC3 inh
CCN1CCN(C(=O)c2cccc(OC3CCN(S(=O)(=O)N(C)C)CC3)c2)CC1	-38	-31	-3	-6	-2	-12	11	-28	-19	-34	16
Nc1ccc2nn(-c3ccc(Cl)cc3)nc2c1	-7	-4	20	25	-9	-32	9	-103	-22	-118	-77
COc1ccc(OC)c2sc(NC(=O)c3ccc(S(=O)(=O)N4CCOCC4)cc3)nc12	-1	3	12	5	5	-24	-9	-2	17	-18	0
Cc1nc(SCC(=O)NCc2ccco2)c2c3c(sc2n1)CCCC3	-8	-16	9	7	-1	6	-17	-51	-15	-7	12
COc1ccc(-n2nc(C#N)c(Cl)cc2=O)cc1	61*	37	9	96*	-8	-48	-15	-17	77*	-25	-20
CCON1C(=O)CN(C(=O)OC)C1c1ccc(Cl)cc1Cl (stereo not given)	-1	-41	-17	3	-20	-7	-7	-22	-7	-1	8
COc1cc(/C=C(/NC(=O)c2ccccc2)C(=O)Nc2ccccc2)c([N+](=O)[O-])cc1OC	-1	-4	2	-10	-7	4	10	-7	-8	4	-11
COc1ccc(CC(=O)N/N=C(\C)c2ccc(Br)s2)cc1	0	6	-5	-25	4	-6	6	-12	18	12	1
O=C(O)C(Cc1c[nH]c2ccccc12)NS(=O)(=O)c1ccc(F)cc1 (stereo not given)	1	-8	-6	19	-4	1	3	16	9	2	-4
COC(=O)c1ccc(C2=NOC(C)(c3sc(-c4ccccc4)nc3C)C2)cc1 (stereo not given)	-23	-1	-16	-22	-5	-77	7	-3	-1	6	-37
CSc1ncnc2[nH]ncc12	-10	6	-4	3	-2	13	-12	5	16	12	0
N#CC1=C(SCC(=O)c2ccccc2)NC2=C(C(=O)CCC2)C1c1ccco1 (stereo not given)	7	-16	11	-4	-5	-29	0	-65	-6	-137	-99
O=C(c1cc2cc([N+](=O)[O-])ccc2s1)N1CCCCC1	-14	-3	31	-28	-9	-15	0	-40	-1	-24	-20
Cc1cc(C(=O)Nc2ccc(S(=O)(=O)N3CCCC3)cc2)no1	1	-13	1	17	3	0	-7	0	7	1	10
O=C(NCCCn1ccnc1)c1cccc(S(=O)(=O)Nc2ccc(F)cc2)c1	8	9	-10	10	7	-18	4	-1	1	4	1
COc1ccc(C(=O)Oc2cc(C(=S)N3CCOCC3)ccc2OC)cc1	13	20	-14	4	0	-1	8	-17	-5	2	5
COc1ccc(CN2CCC(C(=O)Nc3ccc(Oc4ccccc4)nc3)CC2)cc1F	30	39	35	29	30	48*	10	6	-21	11	18
O=C(CCc1nc2ccccc2c(=O)[nH]1)OCC(=O)N1CCN(S(=O)(=O)c2ccccc2)CC1	-1	.	-4	5	-1	28	-7	0	-6	-22	10
CCCCOc1ccc(C(=O)NCC(=O)N2CCN(Cc3ccc4c(c3)OCO4)CC2)cc1	9	30	-6	5	8	0	-10	36	19	-12	17
CCCCCC(C)NC(=O)CN1C(=O)NC(C)(c2ccc3ccccc3c2)C1=O (stereo not given)	10	17	7	15	-2	-8	3	-18	15	-12	-3
COc1cccc(C(=O)NN2CC(O)=C(c3nc(C)cs3)C2=N)c1	-1	5	7	-1	-11	16	4	21	0	-44	6
O=c1c2ccccc2nc(-c2ccco2)n1CCCn1ccnc1	7	11	0	-6	-16	-13	-2	12	1	9	5
CCOC(=O)c1c(NC(=O)CSc2nc3ccccc3s2)sc(C)c1C	7	4	3	0	6	1	-1	-10	-5	4	10
CCCCCCCCN1C(=O)[C@H](CC(=O)N2CCOCC2)C[C@@]2(C(=O)OC)CCCCC=C12	19	.	-3	20	.	13	.	2	.	.	.
O=C(NCc1ccc(F)cc1)C(c1ccco1)N(C(=O)c1csnn1)c1ccccc1 (stereo not given)	-1	3	12	47	4	8	3	0	2	-5	3
Cc1cccc(C)c1NC(=O)COC(=O)c1c(C)nn(-c2ccccc2)c1C	7	6	15	-1	-1	14	-1	-22	-7	-4	12
COc1ccc(S(=O)(=O)N2CCOC2CNC(=O)C(=O)NCc2ccc3c(c2)OCO3)cc1C (stereo not given)	8	6	13	-6	-2	19	2	10	-2	-15	-3
Cc1c(NC(=O)c2nn3c(C(F)(F)F)cc(-c4ccccc4)nc3c2Br)c(=O)n(-c2ccccc2)n1C	-3	-9	5	23	1	-14	10	4	-13	0	0
O=c1ccc(=O)n(CCc2ccccn2)[nH]1	9	0	-2	11	1	11	10	5	-8	-4	-12
COC(=O)c1ccccc1NC(=O)N1CCN(Cc2ccco2)CC1	-8	16	1	0	-1	-15	15	-10	-12	2	9
Cc1c(C(=O)NCCO)sc2nc3n(c(=O)c12)CCC3	17	0	0	-6	0	-6	0	12	1	2	13
COc1ccccc1C1CCN(Cc2c(C)[nH]c3ccccc23)CC1	-14	.	10	11	-5	-4	-5	19	12	-5	9
Cc1ccc(C(=O)OCc2nc3ccccc3s2)o1	-4	-142	-6	3	-31	-35	0	-36	7	-50	-26
CON1C(=O)C(=O)N(OC)C2CCCCCC21 (stereo not given)	-1	6	6	0	12	-2	-11	14	3	-62	2
O=C1CC[C@@H](CN(Cc2ccccc2)Cc2cn[nH]c2-c2cc3ccccc3o2)N1	14	3	-7	-5	-1	0	-1	5	-2	13	11
CC1(S(=O)(=O)O)CC(=O)c2ccccc2C1=O (stereo not given)	45	-19	-3	18	-10	8	28	38	69*	-3	17
Clc1ncc(CSc2ccccc2)s1	-1	-13	-1	-9	2	-1	5	-2	-4	-3	-6
Cc1cc(C)cc(NC(=O)Nc2ccc(Cl)cn2)c1	-5	-11	-8	-5	3	10	10	1	-4	-18	9
COc1cccc(C(=O)NCC(C)(C)SCc2ccc(F)cc2)c1	1	11	-5	11	-4	0	-5	3	15	9	-2
C/C(=N\NC(=O)C(=O)Nc1cccc(C(F)(F)F)c1)c1ccc(Cl)s1	2	34	-12	-5	11	0	9	-12	-12	-13	10
COc1ccc(N(C)C(=O)CCC(=O)Nc2ccc3nc(N4CCOCC4)cc(C)c3c2)c(OC)c1	-13	19	-10	-8	-1	-5	13	11	-4	3	0
CC1OC(C(C)(C)C)CC2=C1C(=O)OC(C)(C)O2 (stereo not given)	-6	.	4	14	.	9	.	7	.	.	.
N#Cc1nc(COc2ccccc2)oc1N1CCCC1	-19	-16	15	1	3	-13	-4	-12	9	-6	6
COc1ccc2ccccc2c1CN1CCN(C)CC1	-2	-17	-6	1	10	-1	6	2	20	4	3
O=C(CCS(=O)(=O)c1cccs1)Nc1ccc(C(=O)NC2CCN(Cc3ccccc3)CC2)cc1	-11	-1	15	-16	3	-18	1	-4	-12	-14	6
CC(C)COC(=O)N(C)C[C@@H]1OCc2cnnn2CCCC(=O)N([C@@H](C)CO)C[C@@H]1C	-1	8	-5	-23	-5	-6	0	6	1	-17	13
CC(=O)NC1(C2CCCCC2=O)CCCCC1 (stereo not given)	4	7	-1	-5	1	11	6	-21	9	-2	11
CCOC(=O)C1=CCC(c2ccccc2)N(S(=O)(=O)c2ccccc2)C1 (stereo not given)	8	1	19	-5	.	15	-3	-3	-17	20	12
CCCCN(Cc1cc2cc(OC)ccc2[nH]c1=O)C(=O)COc1ccccc1	-2	-9	1	9	-5	6	9	-1	-12	-8	4
CC1CC(OC(=O)c2ccccc2C(=O)c2ccc(Cl)cc2)C(=O)O1 (stereo not given)	-5	12	-4	7	2	20	12	8	-5	1	23
N#Cc1ccc(CN2CCN(C(=O)CCNS(=O)(=O)c3ccc(F)c(F)c3)CC2)cc1	-12	-3	1	-3	5	7	-2	17	2	-17	0
CCOc1ccc(N(CC(=O)N2CCOCC2)S(=O)(=O)c2ccc(F)cc2)cc1	12	-14	-14	2	1	-3	18	1	12	-1	4
CN(Cc1cccnc1)Cc1cn(C)nc1-c1cccc(Cl)c1	-11	12	-9	1	4	-6	8	-4	-9	17	16
CC(=O)c1ccc(OCCCC(=O)Nc2ccc(S(=O)(=O)N3CCOCC3)cc2)cc1	2	15	-3	5	-2	6	20	11	-40	-14	-2
C=CS(=O)(=O)N(Cc1ccccc1Br)[C@H](CO)CC(C)C	12	-14	-6	38	-35	19	-14	35	25	18	19
CN(C)S(=O)(=O)c1cccc(C(=O)NCc2cccs2)c1	10	-15	-9	-20	6	8	1	3	6	-1	-7
c1cc2c(cc1C1CCCCC1)c1c3n2CCN=C3CCC1	13	23	5	21	-5	1	-9	1	2	6	9
COc1cc(-n2c(=O)c3ccccc3n(CC(=O)c3ccc(F)cc3)c2=O)cc(OC)c1OC	11	4	-1	20	24	-6	-4	-12	8	3	15
Cc1ccccc1C(=O)Nc1ccc(-c2nnc(SC(C)C(=O)O)n2C)cc1 (stereo not given)	4	5	9	-1	-8	0	-1	3	-4	-24	15
CCOc1cc(C)nc(N2CCCC(C(=O)NCc3ccccc3F)C2)n1 (stereo not given)	7	29	14	-2	1	-5	4	10	-4	-7	6

Later entries
SMILES	TROY signal inh	Shn3 inh set2	C8 TRAIL sens	TWEAK Fn14 block	LMP1 NFkB inh	COUP-TFII inh	KKLEB tox	NR5A2 inv ag	CF NFkB inh	NCOA1 inh	SRC3 inh
CC(=O)c1cccc(NC(=O)c2cccc(S(=O)(=O)N(C)C)c2)c1	8	-11	-2	-8	0	-7	2	-2	-8	-1	3
CCOc1cc(/C=C2/C(=N)N3OC(C)=CC3=NC2=O)ccc1OCCOc1ccccc1	1	11	-6	7	8	-25	-3	47	-1	4	6
O=C(Nc1cc(Br)ccc1O)c1cc(-c2cccs2)on1	-63	-74	3	-33	-31	-6	-25	-18	39	-40	-66
Cc1ccc(C(C)C)cc1-n1nnc(-c2cccc(Cc3ccc4ccccc4c3)c2)c1C(C)O (stereo not given)	15	74	3	12	16	-1	12	5	10	6	15
O=C1CC(c2ccco2)Cc2nc(Nc3ccc(F)cc3)ncc21 (stereo not given)	24	4	14	-13	6	-3	2	-33	-30	-4	-4
COc1cc(C(=O)OCC(=O)N2CCC(C)CC2)cc2c1OCCO2	7	1	-21	-7	2	-26	12	-6	-6	-11	-10
CCOCCCNC(=O)C(c1ccc(OC)cc1)N(Cc1ccc2c(c1)OCO2)C(=O)c1cnccn1 (stereo not given)	8	-1	12	-17	-3	4	-13	11	2	8	6
O=[N+]([O-])c1cc(C(F)(F)F)ccc1Oc1cccnc1[N+](=O)[O-]	-8	-5	4	-6	-1	-6	4	-13	-1	-1	-2
COc1ccccc1C1CCN(C(=O)c2ccc(C(C)(C)C)cc2)CC1	28	57	5	8	0	24	-8	-4	29	11	-10
NC(=O)C1(N2CCCCC2)CCN(Cc2nc3ccccc3c(=O)[nH]2)CC1	-7	-4	-8	1	0	6	10	11	-10	1	6

Compound activity: PubChem BioAssay, several laboratories
